# Cl transport mod: KCC2 cotransporter modulators, thallium flux, primary screen, cell-based, HEK293 KCC2, FluoZin-2 fluorescence, MLSMR | Solute carrier family 12 member 5 (Homo sapiens), Q9H2X9 | B-score of Tl+ flux slope (higher = more flux/activation; lower = inhibition) at 10 µM | actives 2.2% (n = 190,000) | KCC2 cells, thallium flux FluoZin-2 fluorescence;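 active = thallium flux slope and its plate-corrected score both differing from the plate sample mean at a set confidence after two filtering rounds, in either direction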;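 note: slope of fluorescence scaled to starting intensity during 10 to 20 s after thallium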
# zVAD death inh: inhibitors of zVAD-triggered necroptosis, primary screen, L929 cells; L929 zVAD necroptosis rescue, ATP luminescence, 24 h; with zVAD 60 µM; viability rescue, % at 10 µM; actives 0.38% (n = 220,000);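 active = activation, scaled between plate controls, above about 75%, limit read from the data; inactive = activation under that limit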;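 note: 0% = zVAD with DMSO and 100% = DMSO alone without zVAD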
# m-calpain inh: inhibitors of pig calpain II, primary screen, biochemical, fluorogenic peptide substrate, 1536-well. purified calpain II, 30 min. inhibition, % at 16 µM. actives 0.37% (n = 220,000);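 active = inhibition above about 50%, limit read from the data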
# EBV gp42 inh: Epstein-Barr virus gp42 inhibitors, primary screen, biochemical, uHTS, fluorescence polarization | Fluorescence polarization binding assay, mP read-out | inhibition, % (tested at 21.74 µM) | actives 0.42% (n = 220,000) | AID 1085, 2008; in the data active = inhibition above about 50%
# TNF necrop inh: inhibitors of TNF-alpha triggered necroptosis, primary screen, cell-based, Jurkat FADD-/-, single concentration | Jurkat FADD-/- TNF necroptosis rescue, ATP luminescence, 24 h; 0 = TNF only, 100 = no-TNF cells | actives 0.068% (n = 220,000) | AID 463075, 2010 | activation (protection from cell death), % at 10 µM;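 active = activation, meaning protection from cell death, of at least 50% relative to plate controls; inactive = activation below 50%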;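 note: necroptosis triggered by 40 ng/mL TNF-alpha added together with compound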
# Rad51 HR inh: human RAD51 strand exchange inhibitors, primary screen, biochemical, fluorescence; DNA repair protein RAD51 homolog 1 (Homo sapiens), Q06609; hRad51 DNA strand exchange, fluorescence dequenching; AID 1385, 2008; actives 0.085% (n = 200,000); inhibition, % at 10 µM;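 active = inhibition above 40% at the single screening dose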;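 note: 0% = DMSO control wells and 100% = blanks with heterologous ssDNA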
#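 Material: human Rad51–ssDNA filaments; Probe or stimulus: labelled 47-mer dsDNA for strand exchange; Doses: single 10 µM dose; Incubation: 37 °C 15-min filament assembly, 30-min compound preincubation, 15-min exchange; Technique: FRET fluorescence dequenching, excitation 485 nm, emission 520 nm; Measure: Fluorescence-based percent inhibition, control- and blank-normalised; Benchmarks: plate control and blank wells.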
# PERK inhibitor: block of dimerizer-induced PERK translation repression, primary screen, PERK inhibitor project, CHO PERK-DD cells, SEAP luminescence, HTS. Eukaryotic translation initiation factor 2-alpha kinase 3 (Homo sapiens), Q9NZJ5. CHO PERK-DD fusion, SEAP luminescence translation reporter. inhibition, % at 5.6 µM. actives 0.17% (n = 220,000). AID 1416, 2008;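 active = inhibition above the mean inhibition of all tested compounds plus 3 SD, set separately per screening campaign, cut at about 2.9% in these data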;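 note: PERK kinase domain activated by AP20187 dimerizer at 100 nM; 0% = DMSO with dimerizer and 100% = rapamycin at 8.4 µM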
# Target sequence (Q9NZJ5 whole entry, looked up, the tested form may be a part): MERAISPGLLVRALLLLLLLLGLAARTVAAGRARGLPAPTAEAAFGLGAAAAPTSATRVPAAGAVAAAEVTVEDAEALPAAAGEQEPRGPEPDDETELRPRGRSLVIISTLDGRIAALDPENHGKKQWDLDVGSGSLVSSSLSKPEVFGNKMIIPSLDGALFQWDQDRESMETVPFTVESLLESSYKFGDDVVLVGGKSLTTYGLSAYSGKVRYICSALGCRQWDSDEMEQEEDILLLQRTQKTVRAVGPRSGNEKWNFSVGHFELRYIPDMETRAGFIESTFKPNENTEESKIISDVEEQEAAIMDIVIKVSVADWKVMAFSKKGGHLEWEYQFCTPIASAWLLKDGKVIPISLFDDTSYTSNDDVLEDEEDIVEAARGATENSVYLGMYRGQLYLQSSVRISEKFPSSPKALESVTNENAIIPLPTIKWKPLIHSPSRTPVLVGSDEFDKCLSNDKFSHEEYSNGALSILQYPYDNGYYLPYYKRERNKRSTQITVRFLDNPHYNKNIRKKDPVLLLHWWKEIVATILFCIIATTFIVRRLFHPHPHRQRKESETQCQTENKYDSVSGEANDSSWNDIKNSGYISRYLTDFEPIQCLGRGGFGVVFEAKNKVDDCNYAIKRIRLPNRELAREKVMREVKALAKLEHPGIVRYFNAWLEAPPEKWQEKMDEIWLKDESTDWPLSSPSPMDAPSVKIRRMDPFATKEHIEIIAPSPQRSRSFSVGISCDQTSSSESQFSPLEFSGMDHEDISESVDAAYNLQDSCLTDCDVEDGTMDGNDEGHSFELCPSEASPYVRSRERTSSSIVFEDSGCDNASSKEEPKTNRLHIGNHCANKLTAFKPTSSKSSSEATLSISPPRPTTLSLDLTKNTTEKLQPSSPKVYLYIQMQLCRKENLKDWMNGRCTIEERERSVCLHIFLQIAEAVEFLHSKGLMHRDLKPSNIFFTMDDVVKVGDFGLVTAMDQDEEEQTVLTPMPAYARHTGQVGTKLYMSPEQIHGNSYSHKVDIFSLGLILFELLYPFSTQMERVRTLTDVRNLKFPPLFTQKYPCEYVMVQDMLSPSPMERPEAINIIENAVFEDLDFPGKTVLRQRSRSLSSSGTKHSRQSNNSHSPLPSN
# Mdm2 ligase inh: MDM2-luciferase reporter signal enhancers, primary screen, MDM2 E3 ligase inhibitor project, cell-based, luminescence, 1536-well; cell-based MDM2 ubiquitination luciferase reporter, 2 h; 0 = plate control, 100 = twice control, blank-subtracted; signal enhancement, % at 5 µM; actives 0.11% (n = 210,000); AID 1230, 2008;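 active = signal enhancement of 30% or more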;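 note: luminescence tracks abundance of the self-degrading MDM2-luciferase fusion protein; higher signal means inhibition of MDM2 E3 ligase activity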
#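 Assay system: mammalian cells stably expressing self-ubiquitinating, self-degrading MDM2 E3–luciferase fusion. Quantity: 2000 cells in each well. Medium: DMEM culture medium. Compound dosing: single-point 5 µM. Timing: cell settling 4 h, compound treatment 2 h, both 37 °C. Technique: luciferase luminescence. Read-out basis: percent signal gain over controls, blank-subtracted. Benchmarks: plate controls and plate blanks.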
# eIF4E-4G inh: eIF4E–eIF4G protein interaction inhibitors, primary screen, biochemical, uHTS, TR-FRET, eIF4GI fragment; actives 0.37% (n = 220,000); TR-FRET eIF4E-eIF4GI(517-606) binding, 2 h; AID 782, 2007; Eukaryotic translation initiation factor 4E (Mus musculus) + Eukaryotic translation …; inhibition, % at 21.7 µM;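 active = inhibition above about 30%, limit read from the data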;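 note: 0% = full FRET control wells and 100% = background wells lacking eIF4GI fragment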
# The depositor's hits bear a star; i = inactive; . = not tested or not shown; [ ] = another dose, or the depositor's remark.
# Values run as follows: Cl transport mod, zVAD death inh, m-calpain inh, EBV gp42 inh, TNF necrop inh, Rad51 HR inh, PERK inhibitor, Mdm2 ligase inh, eIF4E-4G inh
1) COc1ccc(C(C)=O)cc1CSc1nnc(-c2ccncc2)n1C
  -0.64, -0.6, -16, -8, -0.7, -12, -1.1, -11, 1
2) CCn1nnc(NC(=O)C(c2ccccc2)c2ccccc2)n1
  0.23, 9.2, -20, -20, 0.0, 5, 0.9, -21, 1
3) O=C(Nc1ncn[nH]1)c1cc(S(=O)(=O)Nc2ccc(Cl)cc2)ccc1Cl
  0, 0.4, -2, -10, 0.9, 6, 0.5, 21, 6
4) COC(=O)c1c(NC(=O)CN2CCN(Cc3ccc4c(c3)OCO4)CC2)sc(C)c1C
  ., -0.3, -39, -15, 1.2, -16, -0.3, -7, -12
5) O=C(NNc1ncnc2c1cnn2-c1ccccc1)c1ccco1
  0.21, 0.4, 1, -8, 2.0, -1, 0.0, -5, -4
6) CCn1cc(CN2CCN(CCc3ccccc3)C(CCO)C2)c(C)n1 (centres undefined)
  0.17, 1.6, -20, -3, 0.3, -1, -0.2, 0, 0
7) COc1ccccc1CC(=O)Nc1cccc2c1CCCC2
  -0.48, 0.1, 4, 9, 0.6, ., 0.5, -3, -2
8) CCc1nnc(NC(=O)C2CCN(S(=O)(=O)Cc3ccccc3)CC2)s1
  -0.9, 0.2, -3, -23, -0.8, ., 0.7, -21, 7
9) O=C(CSc1cccc2cccnc12)NCc1ccco1
  ., 2.3, -469, -21, 1.0, ., -0.3, -10, -7
10) CC(=O)Nc1ccc(NC2=C/C(=N/S(=O)(=O)c3cccs3)c3ccccc3C2=O)cc1
  0.94, 23, -23, 1, -22, -3, -0.1, -32, -4
11) Cc1ccc(C2C(C=Nc3c(C)n(C)n(-c4ccccc4)c3=O)=C(c3ccccc3)Oc3ccccc32)cc1 (centres undefined)
  -1.4, 0.1, -186, -15, -1.4, 11, 0.6, -7, -2
12) C=CCOc1ccc(CNCCO)cc1OCC
  0.15, 0.8, -35, -5, 1.1, 22, 0.6, 1, 0
13) Cc1ccc(-c2cc(-c3n[nH]c(=S)n3C)c3ccccc3n2)cc1
  11*, 1.8, 7, 1, 0.8, 19, 0.6, -7, 7
14) CC(=O)Nc1ccc(S(=O)(=O)N2CCN(c3nnnn3-c3ccccc3)CC2)cc1
  0.044, 0.8, -8, -4, 1.0, ., 0.2, -12, -2
15) COc1ccc2c(c1)NC1(O)c3ccccc3C(=O)C21O (centres undefined)
  0.39, -0.1, 22, 7, -0.3, -3, 1.6, -39, 2
16) COc1ccc(/C(=C/Nc2cccc(Br)c2)C(C)=O)cc1OC
  -0.32, -0.8, 47, -10, 1.2, 1, -0.5, -7, 2
17) COc1cc(OC)cc(-c2nnc(SCC(=O)Nc3ccc(C(=O)O)cc3)s2)c1
  -2, 2.0, -4, -12, 1.2, -8, 0.5, -9, -9
18) CN1CCN(c2ncc3c(n2)CC(c2ccccc2F)CC3=O)CC1 (centres undefined)
  -1.1, 0.1, 6, -1, -1.8, 4, -1.3, -5, -2
19) COc1cccc(N(C(=O)c2ccn[nH]2)C2(C(=O)Nc3c(C)cccc3C)CCCCC2)c1
  -1, -0.5, -3, 7, -1.1, -8, -0.8, -8, 2
20) O=C1OC(c2ccccc2)=N/C1=C\C=C\c1ccco1
  0.12, 19, -42, -20, -1.4, -5, 0.8, -26, 15
21) Cc1c(Cl)cccc1Nc1nc(N)nc(CSCCO)n1
  1.7, -0.3, -3, -18, -0.6, -2, -0.9, -3, 0
22) Cc1ccc(CCNC(=O)C2CC(c3cccc(F)c3)=NO2)cc1 (centres undefined)
  -0.36, -0.2, 11, -20, 1.8, 2, ., -8, 6
23) N#C/C(=C/c1cn(-c2ccccc2)nc1-c1cccc(OCc2ccc(F)cc2)c1)C(=O)NCCCn1ccnc1
  2.2, 1.8, -46, -19, 6.7, 1, -1.3, -6, 1[fluorescence artefact?]
24) Cc1nnc(NCc2ccco2)s1
  0.27, -0.3, -13, -16, -0.2, 3, -0.4, 5, 0
25) CCOc1ccccc1OCC(=O)Nc1ccc(S(=O)(=O)Nc2nc(C)cc(C)n2)cc1
  0.34, 2.1, -21, -9, 0.0, -2, -0.2, -4, -6
26) CC(=O)OCc1cc(-c2nc3ccccc3[nH]c2=O)nn1-c1ccc(Cl)cc1
  0.036, 0.4, -51, -12, -2.6, -11, 0.8, -8, 2
27) CCC1(C(=O)OC)NC(c2ccco2)C2C(=O)N(c3ccc(F)cc3)C(=O)C21 (centres undefined)
  -0.029, 15, -42, -18, 0.2, -8, 0.6, -6, -1
28) Cc1cc(Nc2cccc(Cl)n2)n(-c2ccccc2)n1
  -0.28, 0.9, 15, -1, 0.9, 4, -0.5, -15, 6[fluorescence artefact?]
29) Cc1c(C(=O)NC(=S)Nc2ccc(NC(=O)c3cccs3)cc2)cccc1[N+](=O)[O-]
  -0.14, 8.8, ., ., -8.3, -8, -1.7, ., .
30) CCOC(=O)c1ccc(/C=C2/C=C(c3ccccc3)N(c3ccc(Cl)c(C(=O)O)c3)C2=O)cc1
  -1.9, 1.1, -9, -57, -7.4, ., 0.2, -11, 4
31) CS(=O)(=O)N(CC(=O)NCc1ccco1)c1cccc([N+](=O)[O-])c1
  0.059, 2.0, -25, -6, 0.4, 6, -0.2, -8, -2
32) CC1CC(C)CN(CC(=O)N2CCc3[nH]c4ccccc4c3C2)C1 (centres undefined)
  ., 0.1, -3, -9, 0.7, -6, 0.4, -8, -6
33) CC(C)(C)NC(=O)Nc1ccc(F)c(Cl)c1
  0.31, 1.6, -16, -6, 5.5, ., 0.6, -14, -3
34) O=C(c1ccccc1)c1ccc(OCCCN2CCCCC2)cc1
  0.9, -0.3, -30, 1, -2.0, 2, 0.1, -2, -2
35) CC(C)Oc1cccc(C(=O)C2CCCN(Cc3ccc(Oc4ncccn4)cc3)C2)c1 (centres undefined)
  0.37, 0.8, 7, -9, 0.7, -12, -0.1, -2, 3
36) COc1ccc(P(=O)(COc2ccc([N+](=O)[O-])cc2)c2ccc(OC)cc2)cc1
  0.012, -0.6, 10, 0, 3.9, ., -0.6, ., 0
37) COc1ccc(Cn2nnnc2CN2CCOCC2)cc1
  0.2, 0.0, -20, -13, -0.8, 2, -1.2, 1, -3
38) CCN1CCCC1CNC(=O)C(=O)NC(C)c1ccccc1 (centres undefined)
  0.023, 2.5, -3, -27, 1.5, -1, 0.1, 9, 1
39) COC(=O)c1c(C)cc(C)c2c1CC(C)(C)C2=O
  -0.62, 1.1, -17, -9, -2.1, 5, 0.5, -18, -1
40) COc1ccc2oc(=O)c(-c3nnc(N)s3)cc2c1
  -1.3, 67, i, 10, 0.2, 9, 0.2, -17, 1
41) Cc1c(NC(=O)C2CCCNC2=O)c(=O)n(-c2ccccc2)n1C (centres undefined)
  1.2, -0.3, -21, -5, -0.8, -2, -0.7, -5, 6[fluorescence artefact?]
42) O=C(N=NC(=O)c1ccc2c(O)n(CC3CCCO3)c(O)c2c1)c1cccnc1 (centres undefined)
  0.37, 0.4, -7, -11, 0.3, 7, 1.3, -39, -3
43) Cc1[nH]c2ccccc2c1-c1csc(NC(=O)CSCC(=O)O)n1
  -0.66, 1.3, -9, 8, -0.3, 10, 0.5, -4, 4
44) C#CC1(O)CC(C)NCC1(C)CCC#N (centres undefined)
  0.059, 0.1, 4, -6, -3.1, 9, 1.5, -15, 6[fluorescence artefact?]
45) COCCNC(=O)CCCn1c(=O)c2cc(OC)c(OC)cc2n(CC(=O)c2ccccc2)c1=O
  -0.27, -0.2, -5, 0, 1.3, 1, 0.5, 2, 1
46) Cc1cccc(NC(=O)c2ccccn2)c1C
  ., 1.2, -25, 0, -0.4, 7, 0.3, -5, 2
47) CCc1ccc(N2CC34C=CC(O3)C(C(=O)OC(C)C)C4C2=O)cc1 (centres undefined)
  1, 0.6, 2, -14, -0.3, -7, 0.1, -30, 1
48) CC(=O)c1ccc(NC(=O)CC(NCCC2=CCCCC2)C(=O)O)cc1 (centres undefined)
  1.2, -0.4, 19, -10, -0.5, 13, 0.3, -31, -15
49) Cc1ccc(/C=C/C(=O)Nn2cnnc2)cc1
  -0.66, -0.6, -12, 5, -18, 2, 1.2, -9, 2
50) Cc1cc(C)c2[nH]c(=O)c(CN(CC3CCCO3)C(=S)NCc3ccco3)cc2c1 (centres undefined)
  -0.26, 1.6, -20, -17, 1.0, -8, 0.6, -5, 2
51) O=C(O)CSC(=S)N1CCCC1
  0.32, 0.4, -20, -25, -0.6, 10, -0.8, -1, -6
52) COC(=O)c1sc(NC(=O)c2csc3c2CCCC3)nc1C
  ., 0.6, 5, -12, -0.3, 5, -0.5, -9, -14
53) CCc1c(C)nc2[nH]nc(NC(=O)C(F)(F)F)n2c1=O
  ., 2.2, 18, 8, 3.9, 6, 1.8, -12, -7[fluorescence artefact?]

# Reformatted with one line to a screen: entries from further up.
31. CS(=O)(=O)N(CC(=O)NCc1ccco1)c1cccc([N+](=O)[O-])c1
32. CC1CC(C)CN(CC(=O)N2CCc3[nH]c4ccccc4c3C2)C1 (centres undefined)
33. CC(C)(C)NC(=O)Nc1ccc(F)c(Cl)c1
34. O=C(c1ccccc1)c1ccc(OCCCN2CCCCC2)cc1
35. CC(C)Oc1cccc(C(=O)C2CCCN(Cc3ccc(Oc4ncccn4)cc3)C2)c1 (centres undefined)
36. COc1ccc(P(=O)(COc2ccc([N+](=O)[O-])cc2)c2ccc(OC)cc2)cc1
37. COc1ccc(Cn2nnnc2CN2CCOCC2)cc1
38. CCN1CCCC1CNC(=O)C(=O)NC(C)c1ccccc1 (centres undefined)

compound no.	31	32	33	34	35	36	37	38
Cl transport mod	0.059	.	0.31	0.9	0.37	0.012	0.2	0.023
zVAD death inh	2.0	0.1	1.6	-0.3	0.8	-0.6	0.0	2.5
m-calpain inh	-25	-3	-16	-30	7	10	-20	-3
EBV gp42 inh	-6	-9	-6	1	-9	0	-13	-27
TNF necrop inh	0.4	0.7	5.5	-2.0	0.7	3.9	-0.8	1.5
Rad51 HR inh	6	-6	.	2	-12	.	2	-1
PERK inhibitor	-0.2	0.4	0.6	0.1	-0.1	-0.6	-1.2	0.1
Mdm2 ligase inh	-8	-8	-14	-2	-2	.	1	9
eIF4E-4G inh	-2	-6	-3	-2	3	0	-3	1

39. COC(=O)c1c(C)cc(C)c2c1CC(C)(C)C2=O

compound no.	39
Cl transport mod	-0.62
zVAD death inh	1.1
m-calpain inh	-17
EBV gp42 inh	-9
TNF necrop inh	-2.1
Rad51 HR inh	5
PERK inhibitor	0.5
Mdm2 ligase inh	-18
eIF4E-4G inh	-1

# Screening data (PubChem BioAssay)
